# MRP reversal – compounds reversing MRP-mediated drug resistance; H69AR cells + 2 uM doxorubicin, CellTiter-Glo, 72 h; differential viability (reversal), % at 10 µM; AID 602; 85,000 compounds, 0.04% hits;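 active = viability drop by adding the cancer drug above about 55%, with treated viability meeting a 40% cutoff, limit read from the data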;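 note: viability without doxorubicin minus viability with 2 µM doxorubicin for each compound; larger differential means the compound sensitizes cells more to doxorubicin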
# NFkB transloc pot – enhances IL-1B driven NFkB nuclear translocation; HUVEC IL-1B NFkB p65 nuclear translocation imaging; activation, % at 2 µM; 94,000 compounds, 0.3% hits; AID 819;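 active = activation above 40%, about the mean plus 3 SD, also judged a hit on visual image review; inconclusive = activation above 40% but not a hit on visual review; inactive = activation not above 40% and no visual hit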;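 note: percent activation is computed from the nuclear over cytoplasmic p65 intensity ratio; values of inactives mirror those of a sister screen read the other way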
# PLAP inhibition – inhibition of human placental alkaline phosphatase – biochemical, luminescence, HTS (AID 690) | purified PLAP, luminescent substrate; higher % means a stronger effect | inhibition, % at 20 µM; hits with a dose series show IC50 in µM | 96,000 compounds, 0.08% hits; in the data active = a potency from the dose series; inactive = the rest, 99 in 100 with inhibition below about 30%; note: strong numbers were not always called active
# Bcl-B TR3 displacers – displacers of TR3 peptide from Bcl-B, primary screen, selectivity assay for Bfl-1 inhibitor project, biochemical, fluorescence polarization; FP displacement of FITC-TR3 peptide from Bcl-B; higher % means a stronger effect; displacement, % at 20 µM; hits with a dose series show IC50 in µM; 96,000 compounds, 0.11% hits;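 active = displacement above 50% at 20 µM plus a fluorescence interference ratio under 1.5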;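 note: plate controls were wells without compound for no effect and wells lacking Bcl-B protein for full effect; a part of the inactive calls stands beside numbers as strong as those of hits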
# IL1B NFkB inh – blocks IL-1B driven NFkB nuclear translocation in HUVEC cells | HUVEC IL-1B NFkB p65 nuclear translocation imaging | inhibition, % at 2 µM | 94,000 compounds, 0.43% hits;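 active = inhibition above about 30% together with a positive call from visual inspection of the well image, limit read from the data; inconclusive = inhibition above a set limit but visual check negative; inactive = inhibition not above a set limit, visual check negative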;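 note: nuclear over cytoplasmic p65 intensity ratio measured by imaging; 0% = IL-1B stimulated DMSO wells and 100% = unstimulated DMSO wells; values of inactives mirror those of a sister screen read the other way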
# MRP reversal cytotoxicity – also measured in MRP reversal; calls as there; viability, %; H69AR cells, CellTiter-Glo, 72 h; measured here: cytotoxicity without doxorubicin
# MRP reversal with doxorubicin – also measured in MRP reversal; calls as there; viability, %; measured here: viability with 2 uM doxorubicin; stronger effect = lower value
# IL1B NFkB inh cell count 2 µM – second read-out of IL1B NFkB inh, no call of its own (marks repeat the call); cell count; measured here: cells passing quality filter;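 raw number of nuclei counted in each imaged well without normalization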
# NFkB transloc pot cell count 2 µM – further read-out of NFkB transloc pot, marked with its call; cell count; measured here: cells passing quality filter
# The depositor's hits bear a star; ? = inconclusive; . = not tested or not shown.
SMILES,MRP reversal,MRP reversal cytotoxicity,MRP reversal with doxorubicin,NFkB transloc pot,NFkB transloc pot cell count 2 µM,PLAP inhibition,Bcl-B TR3 displacers,IL1B NFkB inh,IL1B NFkB inh cell count 2 µM
Cc1ccc(C(=O)Cn2c(C(=O)/C=C/c3ccccc3)nc3ccccc32)cc1,.,.,.,2.3,137,12.8%,-0.8%,-2.3,137
COC(=O)c1ccccc1NC(=O)c1nc2nc(C)cc(C)n2n1,-2.1,81.4,83.5,1.2,137,-6.9%,10.8%,-1.2,137
COc1ccc(-c2nnn(CC(=O)N(CCO)C(C(=O)NC3CCCC3)c3ccc(F)cc3)n2)cc1 (stereo not drawn),-4.1,77.4,81.4,10.5,196,-13.0%,0.7%,-10.5,196
CCOC(=O)N1CCN(S(=O)(=O)c2ccc3c(c2)CCN3C(=O)C2CCC2)CC1,15.6,91.6,76.0,.,.,19.7%,-9.9%,.,.
Cc1ccccc1NCC(=O)N/N=C/C(Br)=C/c1ccccc1,-4.2,10.5,14.8,7.3,185,2.6%,2.3%,-7.3,185
CC(C)CC1C(C#N)=C(N)Oc2n[nH]c(-c3ccccc3)c21 (stereo not drawn),8.0,87.7,79.7,-8.2,178,.,.,8.2,178
CCNc1nc(NCC)nc(SCCOC(=O)Nc2ccccc2)n1,7.8,69.8,62.1,-3.6,65,.,.,3.6,65
O=C(CCN1C(=O)c2ccccc2C1=O)N1CCN(C(=O)c2ccccc2)CC1,13.0,100.3,87.3,-4.3,109,-33.5%,-7.5%,4.3,109
CCn1c(SCC(=O)N(C(C)C)C(C)C)nnc1-c1cc2ccccc2cc1O,-1.8,76.6,78.3,60.0*,160*,-103.5%,-17.8%,-60.0,160
CNC(=O)COC(=O)c1cc(=O)[nH]c2ccccc12,3.7,97.7,94.0,-5.8,122,-9.4%,-9.1%,5.8,122
CC(C)Oc1ccc(N2CC(C(=O)Nc3ccccc3F)CC2=O)cc1 (stereo not drawn),12.8,97.5,84.7,-0.5,155,-10.8%,-0.9%,0.5,155
COc1ccc(-n2c(=S)[nH]c3cc(C(=O)NCc4ccco4)ccc3c2=O)cc1OC,-6.1,81.4,87.4,18.6,162,7.8%,-6.9%,-18.6,162
CCCCC(=O)N/N=C(\C)CC(=O)Nc1cc(Cl)ccc1OC,.,.,.,3.2,81,10.7%,-5.1%,-3.2,81
CN(c1ccc(C(=O)NCCSC(C)(C)C)cc1)S(C)(=O)=O,17.7,105.5,87.8,-4.8,17,18.0%,-7.0%,4.8,17
CCOC(=O)c1cccc(NC(=O)CS(=O)(=O)Cc2nc(-c3cccc(OC)c3)oc2C)c1,-5.2,72.5,77.8,.,.,10.1%,-2.3%,.,.
CCC(C)NC(=O)CSc1nnc(-c2ccncc2)n1-c1ccc(OC)cc1 (stereo not drawn),-6.8,71.9,78.6,-1.4,77,-33.6%,-1.0%,1.4,77
CC(=O)N1CCN(CCN=CC2=C(O)CC(c3ccco3)CC2=O)CC1 (stereo not drawn),-3.9,92.7,96.6,.,.,-16.7%,14.6%,.,.
Cc1ccc(C(=O)Oc2cccc(NC(=O)c3ccco3)c2)cc1S(=O)(=O)N1CCC(C)CC1,-9.6,87.3,97.0,1.2,162,-42.5%,-78.8%,-1.2,162
COC(=O)CN(C)C1CC(=O)N(c2ccc(Cl)cc2)C1=O (stereo not drawn),3.6,95.1,91.5,-0.7,150,-42.0%,-2.3%,0.7,150
CCn1c(COc2ccccc2C)nnc1SCC(=O)CC(=O)Nc1ccccc1OC,21.4,85.1,63.7,-17.3,188,-1.0%,-8.0%,17.3,188
COc1ccc(CCNC(=O)CSc2nnnn2-c2ccccc2OC)cc1OC,9.2,93.5,84.3,5.9,68,-9.5%,-3.6%,-5.9,68
Cc1noc(C)c1COc1ccc(C(=O)OCc2nnc(-c3ccc(Cl)cc3)o2)cc1,4.3,86.5,82.2,9.6,212,-32.7%,-66.4%,-9.6,212
COc1cccc(C(=O)NNC(=O)c2ccccc2Br)c1,.,.,.,-0.2,167,-56.9%,2.7%,0.3,167
CCCCc1c(C)c2ccc(OCC(C)=O)cc2oc1=O,-14.3,50.0,64.3,.,.,-1.0%,4.3%,.,.
Cc1cc(NC(=O)COC(=O)C(Nc2ccc(C(F)(F)F)cc2Cl)C(C)C)no1 (stereo not drawn),-7.5,75.0,82.5,13.4,167,10.6%,0.0%,-13.4,167

# As entered above:
# `COC(=O)CN(C)C1CC(=O)N(c2ccc(Cl)cc2)C1=O` (stereo not drawn) in IL1B NFkB inh has 0.7
# `Cc1noc(C)c1COc1ccc(C(=O)OCc2nnc(-c3ccc(Cl)cc3)o2)cc1` in PLAP inhibition has -32.7%
# `CCC(C)NC(=O)CSc1nnc(-c2ccncc2)n1-c1ccc(OC)cc1` (stereo not drawn) in MRP reversal with doxorubicin has 78.6
# `CNC(=O)COC(=O)c1cc(=O)[nH]c2ccccc12` in NFkB transloc pot cell count 2 µM has 122

# Some of the entries so far, with values under each structure.
# Below each SMILES – MRP reversal | MRP reversal cytotoxicity | MRP reversal with doxorubicin | NFkB transloc pot | NFkB transloc pot cell count 2 µM | PLAP inhibition | Bcl-B TR3 displacers | IL1B NFkB inh | IL1B NFkB inh cell count 2 µM
O=C(CCN1C(=O)c2ccccc2C1=O)N1CCN(C(=O)c2ccccc2)CC1
→ 13.0 | 100.3 | 87.3 | -4.3 | 109 | -33.5% | -7.5% | 4.3 | 109
CCC(C)NC(=O)CSc1nnc(-c2ccncc2)n1-c1ccc(OC)cc1 (stereo not drawn)
→ -6.8 | 71.9 | 78.6 | -1.4 | 77 | -33.6% | -1.0% | 1.4 | 77

# Carrying on:
SMILES,MRP reversal,MRP reversal cytotoxicity,MRP reversal with doxorubicin,NFkB transloc pot,NFkB transloc pot cell count 2 µM,PLAP inhibition,Bcl-B TR3 displacers,IL1B NFkB inh,IL1B NFkB inh cell count 2 µM
Nc1c(Nc2ccccc2)c2ccccc2oc1=O,-31.2,67.5,98.7,-6.0,113,31.1%,-0.2%,6.0,113
c1ccc(Oc2cc(-c3ccccc3)ncn2)cc1,.,.,.,8.4,178,8.8%,0.1%,-8.4,178
OCCN1CCN(CC(O)COc2ccc3c(c2)OCO3)CC1 (stereo not drawn),-12.6,95.2,107.8,-5.3,118,11.3%,-5.2%,5.3,118
Cc1cc(=O)oc2cc(OCC(O)CN3CCN(c4ccccc4)CC3)ccc12 (stereo not drawn),15.6,93.0,77.4,-6.6,195,-33.7%,-5.4%,6.6,195
CN1C(=S)SC(/[N+]([O-])=C\c2cccs2)C1(C)C (stereo not drawn),6.6,106.3,99.8,10.3,124,-7.8%,-1.6%,-10.3,124
Fc1cccc(-c2cc3nc4c(c(N5CCC6(CC5)OCCO6)n3n2)CCCC4)c1,-10.9,53.6,64.5,.,.,-50.0%,-3.9%,.,.
O=C(NCCCn1ccnc1)c1cc2c(s1)CCCCC2,15.1,104.8,89.7,-19.4,99,1.4%,-1.1%,19.4,99
Cc1ccc(C(=O)N2CCCC2)c(F)c1F,8.0,87.4,79.5,7.8,112,-1.2%,-2.9%,-7.8,112
COc1cccc(Nc2ncnc3nc[nH]c23)c1,-0.7,77.7,78.4,-19.6,42,-48.9%,4.6%,19.6,42
CCc1cccc(CC)c1N(COC)C(=O)Cn1c(CO)nc2ccccc21,0.9,73.6,72.8,-1.9,138,-69.3%,-5.3%,2.0,138
COc1ccc(/C=N/NC(=O)c2nn(-c3ccc(Cl)cc3)c(=O)c3c(N)scc23)cc1,.,.,.,7.2,203,-26.0%,3.6%,-7.2,203
CC(=O)c1c(C)[nH]c(C(=O)N2CCN(C(=O)c3ccco3)CC2)c1C,2.9,90.6,87.7,12.0,168,-8.4%,-0.5%,-12.0,168
COc1c(S(=O)(=O)n2nc(C)cc2C)ccc(Cl)c1Cl,-1.4,82.4,83.8,25.3,151,-26.5%,-7.4%,-25.3,151
CC(=O)c1ccc(OCC(O)CN2C(C)CCCC2C)cc1 (stereo not drawn),-1.9,98.3,100.2,-2.6,165,-0.9%,7.9%,2.6,165
CCN1CCN(CCCNC(=O)c2cc3sccc3n2CC)CC1,11.5,97.0,85.5,?,.,-40.2%,0.0%,-40.2,50
Cc1cc(=S)[nH]c2c(C)cccc12,-3.6,92.8,96.3,-5.0,148,35.1%,-2.9%,5.0,148
O=C(NCC1CCCO1)C1C2C=CC3(CN(Cc4cccs4)C(=O)C13)O2 (stereo not drawn),-11.9,87.8,99.7,3.2,82,-25.8%,6.5%,-3.2,82
Nn1c(-c2ccco2)n[nH]c1=S,-6.9,93.6,100.5,3.6,198,27.9%,-3.3%,-3.6,198
COCCNC(=S)N1C2CCC1CC(NC(=O)NC13CC4CC(CC(C4)C1)C3)C2 (stereo not drawn),.,.,.,-1.2,120,-35.7%,2.8%,1.2,120
c1ccc2sc(N3CCOCC3)nc2c1,-1.2,94.1,95.3,13.4,134,2.3%,-3.6%,-13.4,134
Cc1ccc(C)c(N(C(=O)Cc2cccs2)C(C(=O)NC2CCCC2)c2ccc(C)o2)c1 (stereo not drawn),.,.,.,16.1,75,8.1%,-0.2%,-16.1,75
CCOC(=O)c1cc(OC(=O)c2cccc([N+](=O)[O-])c2)n(-c2ccccc2)n1,-1.1,88.7,89.8,-4.8,164,-16.8%,1.4%,4.8,164
Cc1sc2ncnc(SCC(=O)N3CCC(c4noc5ccc(F)cc45)CC3)c2c1C,19.5,95.7,76.2,1.2,173,-39.7%,-5.0%,-1.2,173
CCOc1cc(C2NN=C(c3ccccc3)S2)ccc1OCc1ccccc1Cl (stereo not drawn),.,.,.,8.4,194,-10.6%,9.5%,-8.4,194
COCCN1C(=O)C(=O)/C(=C(/O)c2cccc(S(=O)(=O)N(C)C)c2)C12C(=O)N(C)c1ccccc12 (stereo not drawn),.,.,.,13.9,107,-59.9%,-0.5%,-13.9,107
# Further entries follow:
SMILES,MRP reversal,MRP reversal cytotoxicity,MRP reversal with doxorubicin,NFkB transloc pot,NFkB transloc pot cell count 2 µM,PLAP inhibition,Bcl-B TR3 displacers,IL1B NFkB inh,IL1B NFkB inh cell count 2 µM
COC(=O)c1cc(Br)c(=O)n(CCN2CCCC2)c1,-20.4,87.5,107.9,6.4,118,-5.3%,-2.9%,-6.4,118
COc1cc(NC(=O)Cc2cccs2)cc(OC)c1,21.7,97.8,76.0,12.9,113,10.2%,3.8%,-12.9,113
COC(=O)c1cccc(NS(=O)(=O)c2ccc(NC(C)=O)cc2)c1C,10.6,99.2,88.6,-9.3,149,-8.8%,-3.6%,9.3,149
COc1cccc(C(=O)Nc2ccc(C(=O)O)cc2)c1,6.9,92.3,85.4,-4.7,98,-5.0%,1.2%,4.7,98
COc1cccc(NC(=O)CNC(=O)c2cccs2)c1,5.9,93.4,87.5,13.7,133,18.8%,1.1%,-13.7,133
O=C1C2CC=C(Cl)CC2C(=O)N1CC1OCCc2ccccc21 (stereo not drawn),-20.1,95.9,116.0,-9.4,124,-55.9%,42.1%,9.4,124
COC(=O)/C=C(\C)NC(=O)c1ccc(F)cc1,8.4,103.8,95.4,-12.4,155,-9.1%,1.8%,12.4,155
CCCc1cc(=O)[nH]c(SCC(=O)N(C)CC(=O)Nc2ccccc2CC)n1,0.0,99.6,99.6,26.4,212,-11.5%,0.7%,-26.4,212
O=C(/C=C/c1ccccc1)Nc1ncn[nH]1,.,.,.,-1.1,124,3.3%,-10.3%,1.1,124
CCCCNC(=O)c1ccc2c(c1)ncn2C1CCCCC1,.,.,.,29.4,139,-5.7%,-5.7%,-29.4,139
CCOc1ccc2[nH]c(O)c(NC(C)=O)c2c1,-11.1,82.2,93.3,-2.9,153,-5.3%,-2.9%,2.9,153
CN(C)CCCCCCCCCCC(=O)/C=N/O,.,.,.,3.3,140,.,.,-3.3,140
CCCCn1c(SCC(=O)Nc2cc(NC(=O)c3ccco3)ccc2C)nc2ccccc2c1=O,5.0,6.8,1.8,0.9,169,-21.9%,-61.8%,-0.9,169
COC(=O)c1cc(C(=O)OC)n(Cc2ccc(Cl)cc2Cl)n1,-4.5,101.1,105.6,11.0,150,-22.8%,9.4%,-11.0,150
CCN1C(=O)C(O)(CC(=O)c2ccccn2)c2ccccc21 (stereo not drawn),7.0,61.0,54.0,2.8,162,4.0%,5.2%,-2.8,162

# Screening data from PubChem BioAssay.

# Some of the compounds tested; the hit share may differ from the screen's.
